Bioassay records deposited in PubChem by National Center for Advancing Translational Sciences (NCATS).
JMJD2E inh: qHTS Assay for Inhibitors of Human Jumonji Domain Containing 2E (JMJD2E); Lysine-specific demethylase 4E (Homo sapiens), B2RXH2; JMJD2E catalytic domain, FDH-coupled NADH fluorescence (FDH is formaldehyde dehydrogenase); Potency, µM (doses to about 57.1 µM), for inactives: at the highest dose activity change, negative = inhibition, usual class: inhibitors; hit rate 1.6% among 230,000; AID 2147, 2009; active means well fitted inhibition curve with a large enough effect, not every such curve was filed as active; inconclusive means small, poorly fitted or top-dose-only effect, or another doubt; inactive means no such curve, though single readings can be large or run the other way;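 further: 0% = wells with enzyme and -100% = buffer wells without enzyme; nearly all actives have a fitted effect of over 50% in size; many of its hits are not listed in these tables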
Target sequence (B2RXH2 1-337 limits assumed): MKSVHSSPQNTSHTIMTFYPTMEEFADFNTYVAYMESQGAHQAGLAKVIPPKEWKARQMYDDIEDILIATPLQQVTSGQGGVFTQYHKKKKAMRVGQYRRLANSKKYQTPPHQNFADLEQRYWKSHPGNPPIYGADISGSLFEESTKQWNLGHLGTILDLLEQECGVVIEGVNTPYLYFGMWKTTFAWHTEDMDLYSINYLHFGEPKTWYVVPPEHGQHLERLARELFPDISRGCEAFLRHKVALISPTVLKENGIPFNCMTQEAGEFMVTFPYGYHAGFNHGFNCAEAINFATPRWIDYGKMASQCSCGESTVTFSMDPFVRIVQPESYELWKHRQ
GoLoco inh red: qHTS Assay for Inhibitors of RGS12 GoLoco Motif Activity (Red Fluorophore); Guanine nucleotide-binding protein G(i) subunit alpha-1 (Homo sapiens), P63096; Gai1:RGS12 GoLoco peptide FP, rhodamine, 10 min; Potency, µM (top dose mostly 61.6 µM), for the others: at the highest dose activity, negative = inhibition, actives largely listed as inhibitors; hit rate 0.44% among 230,000; AID 880, 2007; active means well fitted inhibition curve with a large enough effect, not every such curve was filed as active; inactive means no such curve, though single readings can be large or run the other way; further: nearly all actives have a fitted effect of over 30% in size; many of its hits are not listed in these tables
TR SRC2 fluor cs: Total Fluorescence Counterscreen for Inhibitors of the Interaction of Thyroid Hormone Receptor and Steroid Receptor Coregulator 2; hit rate 0.29% among 280,000; AID 1479, 2009; Potency, µM (doses to about 106 µM), without a hit: at the highest dose fluorescence change, negative = quenching; TRb/SRC2 Texas Red total fluorescence interference; active means well fitted curve in either direction with a large enough effect; inconclusive means small, poorly fitted or top-dose-only effect
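Flags fluorescent or light-absorbing compounds by total fluorescence, S + 2P, at 555 nm excitation and 632 nm emission. Mixture: 20 nM Texas Red SRC2 peptide, 0.6 uM human TRb LBD, 1 uM T3, 5% DMSO; compound exposure 5 h at ambient temperature.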
Tau fibril FP: qHTS for Inhibitors of Tau Fibril Formation, Fluorescence Polarization; Potency, µM (series often up to 57.7 µM), for the others: at the highest dose activity, negative = inhibition, most hits filed as inhibitors; AID 1468, 2008; K18 P301L tau heparin fibrillization, Alexa594 FP, 6 h; hit rate 0.39% among 280,000; further: nearly all actives have a fitted effect of over 55% in size
Target sequence (P10636 561-689 P618L limits assumed): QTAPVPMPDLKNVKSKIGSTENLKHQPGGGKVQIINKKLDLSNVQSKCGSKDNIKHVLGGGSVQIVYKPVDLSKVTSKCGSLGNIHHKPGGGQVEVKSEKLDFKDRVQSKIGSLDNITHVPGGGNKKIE
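Heparin (20 uM) drove fibril formation of recombinant tau K18 P301L, 15 uM unlabeled with 0.24 uM Alexa 594 label, for 6 hr at 37 C in 100 mM sodium acetate pH 7. Fluorescence polarization (555/632 nm) read 1 hr after 30 uM ThT.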
L3MBTL1 block: qHTS Assay for the Inhibitors of L3MBTL1; Lethal(3)malignant brain tumor-like protein 1 (Homo sapiens), Q9Y468; AlphaScreen L3MBTL1–H3K9me1 peptide binding; Potency, µM (top dose mostly 57.1 µM), inactives show at the top dose activity, negative = inhibition, actives largely listed as inhibitors; hit rate 0.66% among 230,000; AID 485360, 2010; further: nearly all actives have a fitted effect of over 60% in size
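First, the protein-peptide complex forms for 30 min at room temperature (L3MBTL1 50 nM, biotinylated H3K9me1 peptide 75 nM). Next, compounds are pin-transferred and incubated 30 min. Finally, AlphaScreen beads are added and read after 30 min.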
RECQ1 helicase: qHTS Assay for Inhibitors of RecQ-Like Dna Helicase 1 (RECQ1); AID 2549, 2010; RECQ1 DNA unwinding, red fluorescence kinetic read; Potency, µM (titrated, usually from 57.3 µM), inactives show top-dose activity, negative = inhibition, actives largely listed as inhibitors; ATP-dependent DNA helicase Q1 (Homo sapiens), P46063; hit rate 0.54% among 240,000;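 further: plate controls were vehicle for no effect and no enzyme for full effect; nearly all actives have a fitted effect of over 30% in size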
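50 nM RECQ1T1 preincubated 15 min with compound in Tris pH 8.0 buffer with MgCl2, DTT, Tween-20 and 2.5 ug/ml poly(dI-dC); started with 200 nM TAMRA/BHQ-2 forked duplex and 2 mM ATP. Unwinding read as fluorescence (525/598 nm), two reads 2 h apart.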
TRb-SRC2 inh: qHTS for Inhibitors of the Interaction of Thyroid Hormone Receptor and Steroid Receptor Coregulator 2; Thyroid hormone receptor beta (Homo sapiens), P10828; TRbeta-SRC2 peptide binding, fluorescence polarization; receptor liganded with 1 µM T3; Potency, µM (titrated, usually from 106 µM), inactives show at the highest dose activity change, negative = inhibition, hits mostly inhibitors; hit rate 0.065% among 280,000;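 further: plate controls were bound peptide for no effect and peptide without receptor for full effect; nearly all actives have a fitted effect of over 50% in size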
Target sequence (P10828 whole entry, looked up): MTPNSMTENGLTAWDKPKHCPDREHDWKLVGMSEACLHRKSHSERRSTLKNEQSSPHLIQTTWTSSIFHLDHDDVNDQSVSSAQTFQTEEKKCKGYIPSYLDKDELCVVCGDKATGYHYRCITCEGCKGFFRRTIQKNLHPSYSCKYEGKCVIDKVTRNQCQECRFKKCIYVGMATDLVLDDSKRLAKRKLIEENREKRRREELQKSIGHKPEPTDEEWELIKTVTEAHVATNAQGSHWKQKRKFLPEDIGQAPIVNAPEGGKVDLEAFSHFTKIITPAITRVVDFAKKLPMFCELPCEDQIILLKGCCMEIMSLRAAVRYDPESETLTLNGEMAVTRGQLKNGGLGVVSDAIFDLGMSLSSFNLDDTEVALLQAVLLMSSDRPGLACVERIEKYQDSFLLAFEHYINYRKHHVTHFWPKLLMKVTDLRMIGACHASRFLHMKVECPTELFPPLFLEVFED
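Human TRb LBD (0.6 uM) plus Texas Red-labeled SRC2 peptide (20 nM), 1uM T3, 5% DMSO, 5 hr at ambient temperature. Decreased polarization (555/632 nm) flags inhibition; data normalized to free and bound peptide controls.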
Tau ThT inhib: qHTS for Inhibitors of Tau Fibril Formation, Thioflavin T Binding; Microtubule-associated protein tau (Homo sapiens), P10636; recombinant tau K18 P301L, heparin-induced fibrillization, ThT fluorescence; Potency, µM (doses to about 57.4 µM), for the others: top-dose activity, negative = inhibition, hits mostly inhibitors; hit rate 2.1% among 270,000; AID 1460, 2008; further: nearly all actives have a fitted effect of over 55% in size
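ThT emission at 510 nm, taken 1 hr after adding 30 uM dye, quantifies aggregates formed when 20 uM heparin acts on human tau K18 P301L for 6 hr at 37 C.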
* = called active by the depositor; i = inactive; ? = inconclusive; . = no result given; & = joins results of further samples; [ ] = dose if it differs, or a comment. Unless noted, the call rests on the fitted dose curve; in most records, active means well fitted curve in the direction sought with a large enough effect; inconclusive means small, poorly fitted or top-dose-only effect, or another doubt; inactive means no such curve, though single readings can be large; an effect the other way counts as inactive or inconclusive. Unless noted, on the % scale 0 is the no-effect control and ±100 the full control effect; potency means the concentration at half of the fitted maximal effect. The list is partial (hit frequency here may not be typical).

SMILES	JMJD2E inh	GoLoco inh red	TR SRC2 fluor cs	Tau fibril FP	L3MBTL1 block	RECQ1 helicase	TRb-SRC2 inh	Tau ThT inhib
Cn1c(OCc2cccnc2)nc2c1c(=O)n(Cc1ccccc1)c(=O)n2C	5.1%	5.0%	0.9%	-13.2%	-1.6%	-7.6%	-15.1%	0.7%
Cc1cccc(Cn2c(COc3ccc(Cl)cc3)nc3ccccc32)c1	.	.	-4.5%	-17.5%	.	.	10.6%	?
CSc1cccc(CN2CCCC(CO)(Cc3cccc(Cl)c3)C2)c1 (stereo not given)	-7.7%	16.1%	-0.2%	-8.7%	0.1%	i	1.9%	?
Cc1cc(NC(=O)c2ccc(Br)c(S(=O)(=O)N3CCCC3)c2)no1	3.1%	-1.8%	-8.5%	?	0.8%	0.7%	1.9%	-13.5%
COCCCNCCCCSc1ccc(Cl)cc1	?	-0.9%	-1.1%	0.9%	4.2%	-3.3%	3.1%	9.3%
O=C(CN1CCc2ccccc21)NC(=O)NC1CCCCC1	-4.3%	-0.5%	-4.3%	10.4%	.	-0.3%	2.0%	-4.8%
COc1ccc(NS(=O)(=O)c2ccc(N3CCOCC3)c(NC(=O)c3cccc(F)c3)c2)cc1	?	0.3%	-5.1%	0.8%	-10.1%	-1.0%	-2.4%	-7.2%
Cc1ccccc1S(=O)(=O)c1c(C)cc(C)n(C(C)C)c1=O	-19.2%	-9.7%	0.9%	1.1%	5.8%	i	-14.2%	-13.4%
O=c1[nH][nH]cc1C=Nc1cc(Cl)ccc1O	?	1.6%	1.0%	-0.8%	.	-1.5%	1.7%	-14.8%
CCC(=O)N1N=C(c2ccc(C)o2)CC1c1ccc(Br)cc1 (stereo not given)	?	-16.1%	0.3%	?	-3.1%	2.8%	-15.5%	-9.3%
COc1ccc(N(CC(=O)N2CCN(c3ccc(F)cc3)CC2)S(=O)(=O)c2c(C)n[nH]c2C)cc1	1.1%	-13.3%	-0.3%&-1.7%	-11.1%&3.3%	.	i	-6.5%&-8.4%	-10.6%&-11.7%
CCCCN(CCCC)S(=O)(=O)c1ccc(SCC(=O)OCC)c([N+](=O)[O-])c1	-6.3%	4.9%	-9.7%	?	.	-14.8%	-5.6%	-24.2%
Cc1ccc(C(c2c(C)n(C)n(-c3ccccc3)c2=O)c2c(C)n(C)n(-c3ccccc3)c2=O)s1	1.8%	13.0%	-5.8%	11.6%	.	-2.7%	1.8%	-12.3%
CC(C)C(C(=O)C=[N+]=[N-])N1C(=O)c2ccccc2C1=O (stereo not given)	-5.3%	11.9%	0.1%	8.9%	-3.4%	-20.1%	-0.3%	6.5%
Cc1noc(NS(=O)(=O)c2ccc(N3CC(O)=C(c4ccccc4)C3=N)cc2)c1C	-25.5%	4.2%	-4.9%	8.1%	4.4%	-9.8%	-0.2%	-8.4%
Cc1ccc(NC(=O)C(=O)NCC(c2cccnc2)N2CCN(Cc3ccccc3)CC2)cc1C (stereo not given)	.	.	-22.6%	-0.6%	.	.	-7.2%	-9.2%
O=C(Nc1ccon1)c1csc2ccccc12	6.3%	6.9%	1.8%	-1.3%	-1.2%	3.9%	-2.0%	-4.2%
Cc1ccccc1-c1noc(-c2cccnc2N(C)Cc2ccc(Cl)cc2)n1	.	.	-2.0%	-1.1%	.	.	2.5%	10.0%
O=C(Nc1nc(-c2ccc(F)cc2)cs1)C1CCCO1 (stereo not given)	2.2%	20.5%	0.4%	12.3%	-1.2%	-6.4%	-3.8%	-3.6%
COc1ccc(C2=NOC(C(=O)Nc3cc(Br)ccc3O)C2)cc1OC (stereo not given)	4.0%	9.2%	-3.0%	4.7%	-7.0%	-1.1%	-7.7%	-5.1%
O=C(CSc1n[nH]c(-c2cccs2)n1)N1CCCc2ccccc21	-2.2%	9.5%	-2.7%	-1.3%	-0.8%	-9.1%	-7.8%	-5.7%
CCN(CC(=O)Nc1cc(Cl)ccc1C)c1ncnc2sc(C)c(C)c12	4.2%	-0.1%	-9.6%	-2.5%	-2.7%	-8.0%	-0.6%	-12.0%
CN1CCN(C(=O)c2ccc(CS(=O)(=O)c3c(Cl)cccc3Cl)o2)CC1	11.1%	2.0%	-2.2%	-8.4%	-0.1%	-2.9%	-2.2%	-3.6%
Cc1ccc(S(=O)(=O)N2CCC(N3CCCCCC3)CC2)cc1	?	3.4%	0.1%	-2.7%	2.2%	-5.5%	-8.7%	-1.9%
Cn1c(SCC(=O)NCc2ccccc2)nc2ccccc21	-7.0%	.	-0.8%	2.0%	14.7%	i	2.0%	-12.9%
CCOC(=O)c1ccc(NCc2nc3ccccc3[nH]2)cc1	0.6%	-1.3%	-1.1%	10.2%	4.8%	1.2%	8.8%	?
Cn1c(CNC(=O)Nc2ccccc2Cl)nnc1SCc1ccccc1	1.8%	5.6%	1.9%	1.8%	4.7%	i	-1.9%	2.7%
Nc1ccccc1Sc1ccc(C(=O)c2ccccc2C(=O)O)cc1[N+](=O)[O-]	?	-2.5%	-4.9%	6.0%	-11.4%	-3.8%	-3.1%	-15.0%
COc1cc(O)c(C(CCN2CCOCC2)c2ccc3c(c2)OCO3)c(OC)c1 (stereo not given)	8.7%	0.5%	-0.4%&-3.0%	-2.8%	.	-9.0%	-6.5%&-2.0%	-14.4%
Cn1cc(C2CC(c3ccccc3)=NN2C(=O)c2ccccc2)c2ccccc21 (stereo not given)	4.6%	5.4%	-1.3%	0.6%	-18.7%	i	-2.5%	-4.2%
NC(=O)CSc1nc2c(sc3ccccc32)c(=O)n1CCCC(=O)NCC1CCCO1 (stereo not given)	-0.4%	3.9%	0.2%	-6.8%	1.4%	11.8%	4.4%	-13.7%
Cc1ccc(C)c(NC(=O)CCc2c(C)n(C)c3cc(-c4ccccc4C)nn3c2=O)c1	.	.	-31.4%	2.1%	.	.	1.6%	-8.3%
CCCCN1CCCCC1C(=O)Nc1c(C)cccc1C (stereo not given)	3.9%	-0.5%	-1.0%	3.4%	4.5%	-7.6%	-1.8%	0.8%
CCC1=Nc2cc(C(=O)NCC3CCCO3)ccc2Sc2ccc(Br)cc21 (stereo not given)	-6.7%	10.7%	0.9%	3.98µM*	.	-23.4%	-9.8%	?
COc1ccc(Cl)cc1NC(=O)Cn1c(=O)n(-c2ccc(C)cc2)c(=O)c2ccc(C(=O)NCc3ccccc3Cl)cc21	.	.	-0.2%	?	.	.	-2.2%	7.3%
O=C(CC(c1cccs1)S(=O)(=O)c1ccccc1)c1ccc(F)cc1 (stereo not given)	-6.0%	1.5%	-2.9%	10.9%	6.2%	4.3%	-2.5%	-15.7%
CC(C)c1nnc(NC(=O)c2nc(S(=O)(=O)Cc3ccccc3)ncc2Cl)s1	.	.	-3.9%	?	.	.	-11.3%	?
CSC1=N/C(=C\c2ccc(Br)o2)C(=O)S1	2.3%	27.5%	-4.6%	-6.1%	?	?	-0.9%	?
Cc1ccc(-c2nnn(CC(=O)N(CC(=O)NCCC(C)C)c3ccc(F)cc3)n2)cc1	.	.	2.3%	-7.6%	.	.	-1.5%	10.8%
CC1CCCCN1C(=O)CCc1nnc(Cc2c[nH]c3ccccc23)o1 (stereo not given)	1.8%	-5.4%	-1.0%[53 µM]	5.0%	1.1%	-19.6%	-5.8%[53 µM]	-5.8%
CCCCOC(=O)c1ccccc1N1C(=O)C2C3CCC(C3)C2C1=O (stereo not given)	7.1%	-3.9%	1.5%	-1.4%	4.2%	10.2%	-4.1%	-0.3%
O=C(c1ccc(CSc2ccc(Cl)cc2)cc1)N1CCOCC1	4.6%	8.8%	0.4%	-4.0%	2.0%	2.8%	-4.6%	-6.2%
Cc1ccc(NC(=O)CSc2nc3[nH]ncc3c(=O)[nH]2)c(C)c1	2.0%	-3.5%	1.9%	-5.5%	.	3.8%	-1.5%	-6.0%
COC(CCN(C)C)(c1ccccc1)c1ccccc1	-1.7%	4.0%	-2.7%	1.8%	-0.2%	-1.8%	-3.7%	-3.0%
Cc1cc(CNC(=O)CC2C(=O)NCCN2Cc2ccc(-c3ccccc3)cc2)nn1C (stereo not given)	?	-7.0%	-1.5%	-0.3%	-6.2%	i	-0.6%	-10.1%
Cc1ccc[n+](-c2nc([O-])sc2/C=N/Nc2ccc([N+](=O)[O-])cc2)c1	-5.4%	1.0%	-5.7%	-4.2%	-16.1%	-6.9%	-1.5%	14.1µM*
Cc1cc(C)c2c(CC(=O)N(Cc3ccc(Cl)cc3)Cc3ccco3)coc2c1	.	.	3.2%	-2.3%	.	.	-5.5%	-12.8%
CCOc1ccc(OCC(=O)Nc2nccs2)cc1	17.9%	11.0%	-1.9%	5.7%	-7.8%	18.0%	-0.3%	-10.5%

Of the compounds above, three contain a nitro group on carbon:
SMILES	JMJD2E inh	GoLoco inh red	TR SRC2 fluor cs	Tau fibril FP	L3MBTL1 block	RECQ1 helicase	TRb-SRC2 inh	Tau ThT inhib
CCCCN(CCCC)S(=O)(=O)c1ccc(SCC(=O)OCC)c([N+](=O)[O-])c1	-6.3%	4.9%	-9.7%	?	.	-14.8%	-5.6%	-24.2%
Nc1ccccc1Sc1ccc(C(=O)c2ccccc2C(=O)O)cc1[N+](=O)[O-]	?	-2.5%	-4.9%	6.0%	-11.4%	-3.8%	-3.1%	-15.0%
Cc1ccc[n+](-c2nc([O-])sc2/C=N/Nc2ccc([N+](=O)[O-])cc2)c1	-5.4%	1.0%	-5.7%	-4.2%	-16.1%	-6.9%	-1.5%	14.1µM*
